OX1R FRET antag: blocks the human orexin 1 receptor; 1.8% of 330,000 active; O43613; inhibition, % at 6.6 µM; OX1R-expressing cells, FRET antagonist read-out; in the data active = inhibition mostly above about 38%, no sharp cut-off; inactive = mostly below about 40%;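 note: 0% = agonist challenge alone and 100% = reference antagonist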
Target sequence (O43613 whole entry, looked up): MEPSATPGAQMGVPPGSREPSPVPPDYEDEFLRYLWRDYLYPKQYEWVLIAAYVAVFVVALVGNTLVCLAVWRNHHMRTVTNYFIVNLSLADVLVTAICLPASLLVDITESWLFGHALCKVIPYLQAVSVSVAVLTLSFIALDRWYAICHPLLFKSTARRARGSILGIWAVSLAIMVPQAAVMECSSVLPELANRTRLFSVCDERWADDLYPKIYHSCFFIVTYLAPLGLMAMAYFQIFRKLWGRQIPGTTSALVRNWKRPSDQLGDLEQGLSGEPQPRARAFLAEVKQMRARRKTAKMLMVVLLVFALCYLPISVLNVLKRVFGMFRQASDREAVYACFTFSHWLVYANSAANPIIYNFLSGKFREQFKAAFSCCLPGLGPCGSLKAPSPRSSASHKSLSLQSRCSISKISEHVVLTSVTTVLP
STK33 inh: blocks human STK33 kinase activity | Q9BYT3 | purified STK33, MBP phosphorylation, ADP-Glo luminescence | 0.073% of 320,000 active | AID 2661 | inhibition, % at 10 µM;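 active = inhibition at or above 25%, using the most active replicate where run in duplicate; inactive = inhibition below 25%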
Target sequence (Q9BYT3 whole entry, looked up): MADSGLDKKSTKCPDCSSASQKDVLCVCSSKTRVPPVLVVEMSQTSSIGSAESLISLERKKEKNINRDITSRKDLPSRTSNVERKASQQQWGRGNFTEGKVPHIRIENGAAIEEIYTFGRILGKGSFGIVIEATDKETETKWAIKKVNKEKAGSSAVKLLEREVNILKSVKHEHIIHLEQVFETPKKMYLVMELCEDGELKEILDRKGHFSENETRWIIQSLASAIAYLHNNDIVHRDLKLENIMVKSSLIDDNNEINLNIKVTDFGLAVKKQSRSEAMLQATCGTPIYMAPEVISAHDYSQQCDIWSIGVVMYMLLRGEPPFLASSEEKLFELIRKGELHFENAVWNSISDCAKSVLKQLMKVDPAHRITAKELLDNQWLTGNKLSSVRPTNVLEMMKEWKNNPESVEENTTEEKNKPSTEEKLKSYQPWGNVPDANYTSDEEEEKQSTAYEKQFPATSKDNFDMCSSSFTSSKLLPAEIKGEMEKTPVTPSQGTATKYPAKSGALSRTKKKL
* hit, by the source's call; nt = no result given.

Values in the order: OX1R FRET antag	STK33 inh
- Cc1cc(C)nc(NC(=O)c2ccccc2O)n1
 : 6.9	0.7
- O=C(CSc1ccccc1)N1CCc2ccccc21
 : 24.0	-0.7
- COc1ccc(C2=NOC(C(=O)NCc3ccc(F)cc3)C2)cc1 (stereo unspecified)
 : 2.2	-1.5
- COc1cc(OC)c2c(c1)O/C(=C\c1ccccc1)C2=O
 : 37.1	1.1
- COc1cc(OC)cc(C(=O)Nc2ccc3c(c2)COC3=O)c1
 : 11.8	-0.5
- Nc1nnc(SCC(=O)OCC(=O)c2ccccc2)s1
 : 5.7	0.2
- CCOC(=O)c1c(C)[nH]c(C)c1S(=O)(=O)N1CCOCC1
 : 13.5	1.0
- O=C(CN1C(=O)NC2(CCCC2)C1=O)Oc1ccc2ccc(=O)oc2c1
 : 2.3	0.9
- CC(=O)c1ccc(N2CCN(S(=O)(=O)c3ccc4c(c3)CC(=O)N4C)CC2)cc1
 : 8.5	2.0
- Cc1cccc(OCC(=O)Nc2ccc3c(c2)nc(CCN2CCCCC2)n3C)c1
 : 19.4	-0.8
- Cc1ccccc1NS(=O)(=O)c1ccc(C(=O)NNC(=O)c2ccccc2O)cc1
 : 9.7	1.4
- COc1ccc(/C=[N+](\[O-])C2N(c3ccccc3)C(=S)SC2(C)C)cc1OC (stereo unspecified)
 : 2.4	-0.7
- CC1Cc2ccccc2N1CC(=O)Nc1ccc(N2CCOCC2)cc1 (stereo unspecified)
 : 4.8	-3.9
- CCOC(=O)Cc1csc(NC(=O)c2sc3nc4cc(C)ccc4cc3c2N)n1
 : 36.3	-0.1
- CCOC(=O)Cn1nc(C)cc1NC(=O)c1cc(OC)c(OC)c(OC)c1
 : 0.7	-1.5
- CSCCC(NC(=O)C1CCC(C)CC1)C(=O)N1CCN(c2ccccn2)CC1 (stereo unspecified)
 : 8.5	-1.1
- COc1cc(NC(=O)COC(=O)CCOc2ccc(C)cc2)cc(OC)c1
 : 15.8	-0.8
- Cc1sc2ncnc(N3CCC(C(=O)N(C)CC(=O)Nc4ccc(Cl)c(C(F)(F)F)c4)CC3)c2c1C
 : 25.8	nt
- CCn1nc(C(=O)OCc2c(C)noc2C)c2ccccc2c1=O
 : 16.0	1.3
- COc1ccc(N(C(=O)c2ccco2)C(C(=O)NC2CCCC2)c2cccs2)cc1 (stereo unspecified)
 : 9.3	0.9
- CNC(=S)Nc1ccc([N+](=O)[O-])cc1C
 : 21.7	-1.2
- COc1ccc2ccccc2c1CNC(=O)CC1C(=O)NCCN1CC(C)C (stereo unspecified)
 : 39.3	-1.1
- CCOc1ccc(NC(=O)CN2CCN(CC(=O)c3ccc(OC)c(OC)c3)CC2)cc1
 : 12.0	-1.2
- COc1ccc(NC2=C(C(C)=O)C(c3ccc(OC)cc3)C(C(C)=O)C(C)(O)C2)cc1 (stereo unspecified)
 : 14.3	1.6
- CN1CCC(N(C)C(=O)CNC(=O)c2ccc(C(C)(C)C)cc2)CC1
 : -7.6	-1.6
- Cc1ccc(-n2c(SCC(=O)OC(C)C)nnc2-c2cnccn2)cc1
 : 17.5	1.8
- CCCCNC(=O)CNC(=O)c1nn(-c2ccc(OC)c(Cl)c2)c(=O)c2ccccc12
 : -0.8	-0.9
- COc1ccc(Nc2c3c(nc4ccccc24)CCC3)c(OC)c1
 : 12.7	-1.0
- COc1ccc(C(=O)NNC(=O)CCn2nnc(-c3ccc(C)cc3)n2)cc1OC
 : 12.2	-1.0
- COCCCNC(=O)N1c2ccccc2Sc2ccccc21
 : -0.7	-1.4
- Cc1ccc2nc(SCC(=O)N(CC(C)C)c3c(N)n(Cc4ccccc4)c(=O)[nH]c3=O)[nH]c2c1
 : 29.2	0.7
- CCOC(=O)c1ccc(N=C2SC(C(=O)Nc3ccc(C(=O)O)cc3)CC(=O)N2Cc2cccs2)cc1 (stereo unspecified)
 : 26.9	-3.3
- Cn1c(CC(=O)Nc2ccc(Cl)cc2)nnc1SCC(=O)N1CCOCC1
 : 11.4	-1.5
- CN(Cc1nc(-c2ccccc2)no1)C(=O)c1ccco1
 : 6.4	-1.1
- CCOC(=O)c1cc2c(=O)[nH]ccc2nc1C(F)(F)F
 : -1.3	-1.0
- COc1cc2ncnc(NCc3ccccc3C)c2cc1OC
 : 30.0	2.4
- CCOc1ccc2nc(NC(=O)C34CC5CC(CC(NC(C)=O)(C5)C3)C4)sc2c1
 : nt	-0.3
- COCCNC(=S)NC(=O)c1ccc(C(C)(C)C)cc1
 : 21.8	-1.7
- Nc1nnc(SCC(=O)Nc2cc(C(F)(F)F)ccc2N2CCOCC2)s1
 : 14.6	nt
- Cc1ccc2nc3ccc(N4CCCCCCC4)nn3c(=O)c2c1
 : 56.2	1.2
- COCc1nnc(NC(=O)C2CC(=O)N(c3ccc(C)c(Cl)c3)C2)s1 (stereo unspecified)
 : 29.9	0.4
- Cn1c(CSc2ncn[nH]2)nc2ccccc21
 : 0.0	-1.0
- CC(=O)c1ccc(N2CCN(C(=O)c3cccc(Oc4ccccc4)c3)CC2)cc1
 : 18.1	-1.0
- CC(=O)c1cc(C(C)=O)c(C)nc1C
 : 5.9	-0.8
- Cc1cccc(N)c1-c1c(C)cccc1N
 : 3.7	0.9
- CC(C)(C(=O)c1ccccc1)/[N+]([O-])=C/c1ccc(F)cc1
 : 1.9	-1.0
- Cc1cc(NC(=O)COC(=O)CCS(=O)(=O)c2ccc(C)c(C)c2)no1
 : 3.9	-1.9
- CN(Cc1ccc(Cl)c(Cl)c1)C(=O)c1cccc(S(=O)(=O)N2CCN(Cc3ccccc3)CC2)c1
 : 7.7	0.3
- Cc1cccc(S(=O)(=O)c2c(N)n(Cc3ccco3)c3nc4ccccc4nc23)c1
 : 15.5	-0.1
- COc1ccc(C2/C=C\CC(NC(=O)OCC3c4ccccc4-c4ccccc43)CC(=O)N2Cc2ccccc2F)cc1 (stereo unspecified)
 : 11.6	nt
- Cc1cc(=O)oc2c(C)c(OCC(=O)N3CCN(c4cccc(Cl)c4)CC3)ccc12
 : 14.4	-0.2
- CCN(CC)CCOC(=O)c1ccc(NC(=O)C(C)NC(=O)C23CC4CC(CC(C4)C2)C3)cc1 (stereo unspecified)
 : 18.1	-0.1
- Cc1ccc2nc(-c3ccc(S(=O)(=O)N4CCCCC4)cc3)cn2c1
 : 10.8	-1.1
- O=C(Nc1ccc2c(c1)ncn2-c1ccccc1)c1ccco1
 : 22.7	-0.6
- CS(=O)(=O)N(CC(=O)Nc1ccccc1)c1cccc(Cl)c1Cl
 : 10.0	-2.2
- Cc1cc(NC(=O)C(C)SCC(=O)N(C)Cc2c(F)cccc2Cl)no1 (stereo unspecified)
 : 3.9	0.7
- COc1ccc(NC(=O)N(CCN2CCCC2)Cc2cc3cc(OC)c(OC)cc3[nH]c2=O)cc1
 : 14.3	-0.7
- O=C(CN(Cc1cccs1)C(=O)CSc1nnc(COc2ccccc2)o1)NC1CCCC1
 : -0.2	-1.0
- O=C(CN1C(=O)NC2(CCCC2)C1=O)N1CCN(S(=O)(=O)c2ccccc2F)CC1
 : 5.0	-0.5
- O=S(=O)(O)c1cc(OS(=O)(=O)c2ccccc2)cc2ccccc12
 : 21.6	-0.3

Entries of single compounds from above.
Results for Cc1cc(NC(=O)COC(=O)CCS(=O)(=O)c2ccc(C)c(C)c2)no1 = OX1R FRET antag: 3.9; STK33 inh: -1.9
Results for O=C(CN(Cc1cccs1)C(=O)CSc1nnc(COc2ccccc2)o1)NC1CCCC1 = OX1R FRET antag: -0.2; STK33 inh: -1.0
Results for Cc1cc(=O)oc2c(C)c(OCC(=O)N3CCN(c4cccc(Cl)c4)CC3)ccc12 = OX1R FRET antag: 14.4; STK33 inh: -0.2

(further entries)
Values in the order: OX1R FRET antag	STK33 inh
- CN(CC(=O)Nc1ccc(S(N)(=O)=O)cc1)Cc1ccccc1F
 : -0.1	-0.2
- NNC(=O)c1cccc(COc2cccc(Br)c2)c1
 : 13.7	-1.3
- Nc1nc(-c2ccc3c(c2)CCCC3)c(CC(=O)O)s1
 : nt	5.1
- Cc1ccc(S(=O)(=O)c2cnc(-c3ccccc3)nc2N2CCCCC2)cc1
 : 10.0	nt
- CC(NC(=O)Nn1cnnc1)(C(F)(F)F)C(F)(F)F
 : 8.6	0.7
- CCN(CC)c1ccc(C(=O)n2cnc3ccccc32)cc1
 : 39.7	1.8
- CCOc1ccc(NC(=S)NC(=O)/C=C/c2ccc(C)cc2)c([N+](=O)[O-])c1
 : 16.0	-2.7
- CC(=O)c1ccc(-n2ccc(=O)cc2)cc1
 : -1.5	-0.7
- Cc1nn(Cc2ccc(C(=O)N3N=C(C(F)F)CC3(O)C(F)F)o2)c(C)c1[N+](=O)[O-] (stereo unspecified)
 : 22.9	-0.2
- CCCC(c1nnnn1C(C)(C)CC)N1CCN(C(=O)c2ccco2)CC1 (stereo unspecified)
 : 27.4	-0.3
- COc1ccc(CCNC(=O)C(=O)NCC2OCCN2S(=O)(=O)c2ccccc2)cc1 (stereo unspecified)
 : 5.7	0.2
- O=C(CN1CCN(c2ccccc2O)CC1)Nc1cc(S(=O)(=O)N2CCCC2)ccc1Cl
 : 6.8	-1.0
- CC1CC(=O)C2=C(C1)Nc1ccccc1SC2c1ccc(F)cc1 (stereo unspecified)
 : 17.2	0.1
- O=C(O)CSc1nnc(-c2cccc(S(=O)(=O)N3CCOCC3)c2)n1-c1cccc(Cl)c1
 : 5.5	0.9
- CCc1ccc(OCC(=O)N2CCN(c3ccccn3)CC2)c(Br)c1
 : 27.1	-0.3
- COc1ccc(C2C3=C(CC(C)(C)CC3=O)Oc3ncn(CC(C)C)c(=N)c32)cc1 (stereo unspecified)
 : 42.2	-0.1
- O=C(NC(=S)Nc1ccc(S(=O)(=O)Nc2nccs2)cc1)c1ccc(F)cc1
 : 11.7	0.8
- COc1ccc(S(=O)(=O)N(C)CC(=O)NC2CCCC2)cc1Cl
 : 10.8	0.4
- CCOC(=O)c1cc2c(ccn2C)n1Cc1cc(C)ccc1C
 : -31.9	-0.3
- CN(C(=O)CSc1nncn1-c1ccccc1)c1ccccc1
 : 22.2	-2.2
- CC(=O)NCCc1nc2cc(NC(=O)c3ccccc3C)ccc2n1C
 : 36.6	0.2
- CCC(=O)N1CCc2cc(S(=O)(=O)NC(Cc3ccccc3)C(=O)Nc3nccs3)ccc21 (stereo unspecified)
 : 16.5	nt
- COc1ccc(OC)c(NC(=O)NC2CCCCCCC2)c1
 : nt	-0.4
- COc1cccc(-c2nc(CS(=O)(=O)CC(=O)NCCCN3C(C)CCCC3C)c(C)o2)c1 (stereo unspecified)
 : 18.4	-0.1
- Cc1c(NC(=O)c2cc(-c3cccs3)nc3ccccc23)c(=O)n(-c2ccccc2)n1C
 : 31.9	0.1
- Cc1cc(C)cc(NC(=O)c2sc3nc(C)cc(C)c3c2N)c1
 : 30.8	0.1
- CCCCCC(=O)Nc1c2c(nc3ccccc13)CCC2
 : -7.5	-2.3
- CCOc1ccccc1OCCCC(=O)Nc1cc(S(=O)(=O)N2CCOCC2)ccc1OC
 : 5.3	-1.1
- O=C(NCc1ccccc1)C1=C[C@H](c2ccc(C(F)(F)F)cc2)C[C@H](OCCCCO)O1
 : 10.5	-1.3
- CCOC(=O)CSc1nccc(N(C)C)c1C#N
 : 16.8	-0.2
- Nc1c(Cl)ncnc1N1CCCC1
 : 7.1	0.1
- Cc1ccc(CSCC2Nc3ccc(C(=O)N4CCN(c5cccc(C)c5)C(C)C4)cc3NC2=O)cc1 (stereo unspecified)
 : 15.8	0.9
- O=C(NCC1CC1)c1cc(-c2ccccc2)nn1CC1CC(c2cccc([N+](=O)[O-])c2)=NO1 (stereo unspecified)
 : 36.1	0.4
- O=C(COC(=O)COc1ccccc1)Nc1ncc(Cl)cc1Cl
 : 3.1	-0.9
- COCCCNC(=O)Cn1cc(C(C)=O)c2ccccc21
 : 10.8	-0.7
- CCC(=O)N1CCN(c2ccc(NC(=S)NC(=O)C(C)C)cc2)CC1
 : 19.2	1.5
- NC(=O)C[C@@H]1N[C@]2(C(=O)Nc3ccccc32)[C@@H]2C(=O)N(c3cc(C(F)(F)F)ccc3Cl)C(=O)[C@H]12
 : 4.1	-0.7
- COc1ccc(N2CC(C(=O)N3CCN(C)CC3)CC2=O)cc1 (stereo unspecified)
 : 21.9	-2.0
- COc1ccc(S(=O)(=O)NCCC(=O)N2CCCC2)cc1N(C)S(C)(=O)=O
 : 16.7	-0.6
- C=CC[N+](C)(C)CCN1C(=O)C2C(c3ccccc3)C=CC(c3ccccc3)C2C1=O (stereo unspecified)
 : 9.6	-0.5

Part of the list above, field by field.
> CCOc1ccccc1OCCCC(=O)Nc1cc(S(=O)(=O)N2CCOCC2)ccc1OC
  OX1R FRET antag = 5.3
  STK33 inh = -1.1
> Cc1ccc(CSCC2Nc3ccc(C(=O)N4CCN(c5cccc(C)c5)C(C)C4)cc3NC2=O)cc1 (stereo unspecified)
  OX1R FRET antag = 15.8
  STK33 inh = 0.9
> COc1ccc(N2CC(C(=O)N3CCN(C)CC3)CC2=O)cc1 (stereo unspecified)
  OX1R FRET antag = 21.9
  STK33 inh = -2.0

Next part
Values in the order: OX1R FRET antag	STK33 inh
- COc1ccc(Cl)cc1NC(=S)N1CCC(c2ccc(C)cc2)C1 (stereo unspecified)
 : 14.8	0.1
- Cc1ccccc1Cn1cc(NS(=O)(=O)c2cn(C)nc2C)cn1
 : 6.8	-4.5
- CCOC(=O)N1CCN(C(=O)CCCCCn2c(=S)[nH]c3ccsc3c2=O)CC1
 : 8.6	-0.2
- CN(C)c1ccc(-c2nnc(-c3cccnc3)o2)cc1
 : nt	0.4
- CCOC(=O)CN1C(=O)C(CC)Oc2ccc(Cl)cc21 (stereo unspecified)
 : 5.0	-1.0
- Cc1ccc(O)c(C2=NNC(O)(C(F)(F)F)C2)c1 (stereo unspecified)
 : 13.9	0.3
- COc1ccc(/C=N/Nc2ncnc3sc4c(c23)CCCC4)cc1O
 : 28.5	1.5

Rows are unselected; overall some 1.8% were active at least once.
